IEC-6 cytotox = cytotoxicity in IEC-6 intestinal epithelial cells, primary screen, cytotoxicity control for KLF5 inhibitor project, cell-based, luminescence | IEC-6 cytotoxicity, luminescence viability | inhibition, % at 5 µM | hit rate 0.78% among 290,000 | AID 1825, 2009; in the data active means inhibition above about 22%;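 further: 0% = plate median of test compound wells and 100% = cytotoxic reference compound wells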
aSyn 5UTR inh = MLPCN primary screen, SNCA 5' untranslated region | alpha-synuclein 5'UTR reporter, inhibitor activity | inhibition, % (tested at 7.5 µM) | hit rate 0.82% among 300,000; in the data active means inhibition above about 60%;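 further: H4 neuroglioblastoma cells stably carrying SNCA 5'UTR luciferase fusion; 0% = DMSO wells and 100% = positive control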
PolyA inhibitor = polyadenylation inhibitors in yeast reporter cells, primary screen, luminescence, S. cerevisiae; S. cerevisiae SKY197-pL101 polyadenylation reporter, beta-gal luminescence; efflux-impaired pdr1/pdr3 knockout yeast; score 100 = 6 SD above DMSO; calls only at 12 µM; hit rate 0.02% among 300,000;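 active means lowest replicate activity score at least 50, where 100 means six control SD above control mean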;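 further: yeast exposed to compound for 9 h at 30 °C; higher score means more reporter readthrough which indicates perturbed polyadenylation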
GSK3beta inhib = human GSK3beta kinase inhibitors, primary screen, biochemical, cell-free homogeneous, HTS. Glycogen synthase kinase-3 beta (Homo sapiens), P49841. GST-GSK3beta kinase, ADP-Glo luminescence, 60 min; stronger effect = lower value. activity score (negative = inhibition), % at 10 µM. hit rate 0.038% among 300,000. AID 2097, 2009;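 active means more than half of replicate wells score below -50%, meaning over 50% inhibition versus plate controls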;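 further: 0% = median DMSO wells and -100% = median GW8510 positive control wells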
Target sequence (P49841 whole entry, looked up): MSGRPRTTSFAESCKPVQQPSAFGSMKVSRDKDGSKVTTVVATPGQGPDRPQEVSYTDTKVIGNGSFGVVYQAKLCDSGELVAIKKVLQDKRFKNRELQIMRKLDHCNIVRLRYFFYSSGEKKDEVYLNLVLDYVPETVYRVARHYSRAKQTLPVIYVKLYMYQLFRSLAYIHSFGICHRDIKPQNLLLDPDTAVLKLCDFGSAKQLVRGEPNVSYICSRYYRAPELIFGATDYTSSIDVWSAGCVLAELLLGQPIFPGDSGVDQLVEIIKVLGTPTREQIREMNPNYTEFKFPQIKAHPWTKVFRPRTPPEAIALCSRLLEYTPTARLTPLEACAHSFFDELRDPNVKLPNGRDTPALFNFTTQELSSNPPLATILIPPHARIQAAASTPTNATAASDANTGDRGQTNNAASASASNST
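Assay system: GST-tagged human GSK3beta kinase, cell-free; Input: 1.6 ng GSK3beta; Medium: Tris/MgCl2 kinase buffer; Timing: 60 min enzyme reaction, room temperature; Signal: ADP-Glo luminescence quantifying ADP generated by kinase; Evaluation: score relative to plate controls; Benchmarks: DMSO neutral wells and GW8510 at 20 µM as positive.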
HSF1 activator = HSF-1 activators, primary screen, NIH3T3-HGL cells, MG132 stress, luminescence, single point; NIH3T3-HGL HSF-1 luciferase reporter, 8 h; 100% = twice DMSO control signal; activation, % at 9 µM; hit rate 1.7% among 300,000; AID 504408, 2011;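 active means mean replicate activation of at least 50% with a set share of replicates each reaching 50%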;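 further: 0% = median of the neutral control wells and 100% = twice that signal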
HSF1 inh = HSF1 inhibitors in luciferase reporter cells, primary screen, cell-based, NIH3T3, luminescence. NIH3T3-HGL HSE-luciferase, MG132-induced, luminescence 8 h; stronger effect = lower value. activity change, negative = inhibition, % at 7.5 µM (by protocol). hit rate 0.77% among 300,000. AID 2098, 2009;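 active means more than half of replicate wells show activity change below -50%, luminescence cut by over half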;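 further: luciferase reports HSF-1 transcriptional activity via heat shock element; 0% = median of DMSO wells and -100% = zero luminescence signal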
GSK3 alpha inh = blockers of GSK3A enzyme activity – biochemical, luminescence, cell-free homogeneous, HTS, primary screen; Glycogen synthase kinase-3 alpha (Homo sapiens), P49840; GSK-3 alpha kinase, ADP-Glo luminescence, 60 min; inhibition, % at 10 µM; hit rate 0.1% among 320,000; AID 2650, 2010;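 in the data active means inhibition above about 50%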;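 further: GST-tagged GSK-3 alpha with peptide substrate and 25 µM ATP; 0% = DMSO neutral wells and 100% = GW8510 positive control wells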
Target sequence (P49840 whole entry, looked up): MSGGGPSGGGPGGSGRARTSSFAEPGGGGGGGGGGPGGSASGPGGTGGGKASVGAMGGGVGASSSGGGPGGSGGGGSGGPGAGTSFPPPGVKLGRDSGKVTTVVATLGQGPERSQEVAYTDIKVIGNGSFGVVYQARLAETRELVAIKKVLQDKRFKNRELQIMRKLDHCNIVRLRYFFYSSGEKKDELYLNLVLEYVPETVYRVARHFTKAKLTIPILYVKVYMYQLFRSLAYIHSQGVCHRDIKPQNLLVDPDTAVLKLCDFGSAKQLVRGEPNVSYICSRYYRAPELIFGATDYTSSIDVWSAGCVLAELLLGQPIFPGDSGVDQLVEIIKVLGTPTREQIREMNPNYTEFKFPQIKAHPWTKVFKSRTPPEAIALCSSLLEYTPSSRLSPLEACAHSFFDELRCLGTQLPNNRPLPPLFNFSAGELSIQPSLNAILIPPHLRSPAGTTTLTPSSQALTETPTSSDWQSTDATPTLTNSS
AI-2 QS mod = Vibrio harveyi AI-2 quorum sensing modulators, primary screen, JMH597 strain, luminescence/OD600 ratio; Vibrio harveyi JMH597 AI-2 luminescence/OD600 ratio, 9 h; stronger effect = lower value; strain lacks LuxN and CqsS sensors; 0 = neutral-control median; hit rate 0.4% among 300,000; activity change, % at 7.5 µM; in the data active means activity change below about -75%, passing the limit was not always enough;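 further: luminescence divided by OD600 gain over 9 h not by final OD600 alone; inactives centre near 13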
HSP90 refold inh = HSP90 inhibitors, primary screen, cell lysate, luminescence; Heat shock protein HSP 90 (rabbit reticulocyte lysate; luciferase refolding); Rabbit reticulocyte lysate, luciferase refolding luminescence, 3 h; inhibition, % at 5.6 µM; hit rate 0.91% among 290,000; AID 1789, 2009;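 active means inhibition above the screen-wide mean plus 3 SD, computed separately per campaign, cut at about 16% in these data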;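 further: 0% = DMSO wells and 100% = 60 µM geldanamycin wells; inhibitors lower the luminescence because luciferase stays unfolded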
KLF5 inhibitor = KLF5 expression inhibitors, primary screen, DLD-1 cells, luminescence; DLD-1 KLF5 promoter-luciferase reporter; inhibition, % at 5 µM; hit rate 0.23% among 290,000;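 active means inhibition above a per-plate limit of that plate's mean compound inhibition plus 3 SD, cut at about 60% in these data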;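 further: 0% = DMSO wells and 100% = LY294002 at 200 µM; higher means less KLF5 promoter-driven luciferase light; inactives centre near -14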
Starred values were filed as active, the others as inactive; i = inactive; · = no result given.

SMILES | IEC-6 cytotox | aSyn 5UTR inh | PolyA inhibitor | GSK3beta inhib | HSF1 activator | HSF1 inh | GSK3 alpha inh | AI-2 QS mod | HSP90 refold inh | KLF5 inhibitor
OCCN(CCO)CC(O)COc1ccc(C23CC4CC(CC(C4)C2)C3)cc1 (stereo unspecified) | -7 | 76* | i | -4 | -55 | -41 | 1 | -3 | 0 | 2
CCOc1ncccc1C(=O)Nc1c(C)n(C)n(-c2ccccc2)c1=O | -3 | -2 | i | -1 | 1 | -3 | -3 | 45 | -2 | 13
N#CCCn1c2ccccc2c2nc3ccccc3nc21 | 1 | -56 | i | -3 | 4 | 1 | -2 | 4 | 4 | -8
O=C(CSc1nncn1-c1ccccc1)c1c[nH]c2ccccc12 | 2 | -42 | i | 1 | 19 | 10 | -2 | 1 | 1 | -31
Cc1c(N(C(=O)CNC(=O)c2ccccc2)C2(C(=O)NC3CCCC3)CCCCC2)c(=O)n(-c2ccccc2)n1C | -3 | 7 | i | 4 | -18 | 2 | -4 | -5 | -3 | -10
Cc1cc(NC(=O)CSc2nc3c(c(=O)n2Cc2ccccc2)SC(C)C3)no1 (stereo unspecified) | · | -23 | i | 1 | 10 | 15 | -1 | 0 | · | ·
O=C(NC1CCCC1)C1CCCN(C(=O)Nc2ccccc2)C1 (stereo unspecified) | 2 | -2 | i | 3 | 6 | 0 | -1 | 18 | -5 | -29
CCSc1cc(N2CC(C)OC(C)C2)nc(-c2ccccc2Cl)n1 (stereo unspecified) | 0 | 13 | i | 2 | 9 | -8 | 6 | 38 | 1 | -41
Cc1cc(Cl)nc(-c2ccccc2)n1 | 2 | -8 | i | 3 | 11 | 0 | -3 | 15 | -1 | -14
COCCN(C(=O)c1csnn1)C(C(=O)NC1CCCCC1)c1ccc(C)cc1 (stereo unspecified) | 0 | -8 | i | -2 | 24 | -6 | -1 | 2 | -1 | 2
Cc1onc(-c2ccccc2)c1C(=O)NCCc1c[nH]c2ccccc12 | 3 | 27 | i | -1 | 21 | 5 | -2 | 10 | 2 | 11
COc1ccccc1C(=O)Nc1ccnn1C1CCN(C(=O)c2cnsn2)CC1 | -2 | 1 | i | 3 | 26 | -5 | 1 | 21 | -3 | -34
COC(=O)C(C)Oc1ccc2cc(-c3ccccc3)c(=O)oc2c1 (stereo unspecified) | 1 | -25 | i | 1 | 4 | 2 | -3 | 23 | -6 | -30
COc1cc(CN2CCN(S(=O)(=O)c3ccc(F)cc3)CC2)cc(OC)c1OC | 2 | 19 | i | -3 | -14 | -3 | 0 | 32 | 3 | -32
CN(C)CCCN(C(=O)C1COc2ccccc2O1)c1nc2ccc(F)cc2s1 (stereo unspecified) | 2 | -27 | i | -8 | 1 | -4 | 2 | -5 | 0 | -22
C=CCNC1=C(Cl)C(=O)c2ccccc2C1=O | 27* | 2 | i | -4 | 43 | 21 | 0 | -7 | 4 | -26
CCOc1ccc(NC(=O)CN2CCN(S(=O)(=O)c3ccc(Cl)cc3)CC2)cc1 | 4 | · | · | 3 | · | · | -1 | -5 | 1 | -19
Cc1cc(=O)oc2c3c(cc(OCC(=O)NCc4ccncc4)c12)OC(C)(C)CC3 | 1 | -8 | i | -2 | 10 | 1 | 1 | 26 | -4 | -11
C=CCNCCCOc1ccc(C)cc1Br | 3 | -5 | i | 0 | 13 | -1 | -2 | 8 | 2 | -39
CCCNC(=O)COC(=O)/C=C/c1cccc(F)c1 | -2 | -15 | i | 3 | 9 | -5 | 5 | 12 | -1 | -18
Cc1ccc2cc(C#N)c(SCC(=O)Nc3ccc4sc(C)nc4c3)nc2c1 | -1 | -32 | i | -1 | 5 | -4 | · | 13 | -1 | -14
O=C1NC(=Nc2ccccc2)S/C1=C\c1ccccc1 | 2 | -25 | i | -5 | 30 | 6 | 0 | -11 | 1 | -62
COC(=O)c1oc2ccc(Cl)cc2c1-n1cccc1 | -8 | 25 | i | 1 | -5 | -3 | -3 | 7 | -2 | -26
COCCn1c(SCCN2CCCCC2)nc2ccccc2c1=O | -6 | -23 | i | -1 | 6 | -7 | -2 | 13 | 1 | 12
O=C(CCNS(=O)(=O)c1ccc(Br)cc1)NCc1ccc2c(c1)OCO2 | -6 | 11 | i | -3 | 2 | 3 | · | 16 | 2 | -8
COC(=O)c1ccc(NC(=O)C2CC(=O)OC2c2ccccc2)cc1 (stereo unspecified) | 1 | -2 | i | 3 | -10 | 3 | 0 | 8 | -3 | 7
CCN(CC)S(=O)(=O)c1ccc(N2CCOCC2)c(NC(=O)c2ccc(N3CCCC3=O)cc2)c1 | · | 9 | i | 2 | 3 | -2 | -2 | 20 | · | ·
O=C(Nc1cccn2ncnc12)c1ccccc1 | 0 | -65 | i | -1 | 3 | 0 | 8 | 8 | 3 | -8
Cc1ccnc(NC(=O)C23CC4CC(CC(C4)C2)C3)c1 | -12 | -11 | i | 0 | -1 | 2 | 0 | 23 | 2 | -5
COc1ccc(S(=O)(=O)N2Cc3ccccc3CC2C(=O)Nc2nccs2)cc1OC (stereo unspecified) | -1 | -149 | i | -5 | 24 | 7 | -5 | 3 | 0 | -15
CC1(C)NC(=O)N(CCCSc2ccc(Cl)cc2)C1=O | 0 | 25 | i | 2 | 3 | 12 | -2 | 20 | -2 | -25
CCn1nc(C)c(CNC(=O)Nc2ccccc2C(=O)OC)c1C | -3 | 15 | i | 2 | 0 | 3 | -7 | 19 | 0 | -10
O=C(O)CNC(=O)/C(=C/c1cccc([N+](=O)[O-])c1)NC(=O)c1ccco1 | 7 | 15 | i | 2 | 0 | 0 | -3 | 16 | 2 | -6
Cc1cnc(N2C(=O)c3ccc([N+](=O)[O-])cc3C2=O)s1 | -7 | -17 | i | -4 | -9 | 1 | 2 | -4 | -1 | -10
Cn1c(CO)cnc1S(=O)(=O)Cc1ccc(Cl)cc1 | 6 | 3 | i | 0 | 7 | -4 | -2 | 26 | 3 | -24
CCCCN(C)S(=O)(=O)c1ccc(C(=O)Nc2nnc(-c3cccs3)o2)cc1 | -11 | 81* | i | 0 | -12 | -10 | -1 | 45 | -5 | 25
COC(=O)C(=Cc1ccc(OCc2ccc([N+](=O)[O-])cc2)c(OC)c1)C(=O)OC | 4 | -259 | i | 1 | 278* | 181 | 4 | 29 | -1 | -30
O=[N+]([O-])c1ccc(CSc2nnc(SCc3ccc(Cl)cc3)s2)cc1 | 4 | -1 | i | 0 | 56* | 27 | -1 | 14 | 3 | -2
COc1ccc(NC(=O)C2CCN(S(=O)(=O)c3cccc4nonc34)CC2)cc1 | -1 | 29 | i | · | 13 | -2 | 0 | · | -3 | -8
O=C1C2C(C(=O)N1/N=C/c1cc([N+](=O)[O-])c(O)cc1O)C1C=CC2C12CC2 (stereo unspecified) | -2 | -21 | i | 4 | 8 | -9 | -3 | 35 | 2 | -26
CC(C)(O)C#Cc1ccc(C(=O)NCCC(=O)O)s1 | -5 | -21 | i | -2 | 4 | 0 | -2 | 7 | -2 | -15
Cc1ccc(NC(=S)NCCc2c[nH]c3ccccc23)c(C)c1 | 5 | -13 | i | 0 | -9 | -6 | 8 | 10 | 4 | -14
COc1ccc(NC(=O)NCCN2CCc3ccccc3C2)cc1 | -3 | -2 | i | 2 | 1 | -6 | -4 | 16 | -1 | -19
Cc1cccc(NC(=O)CC2c3ccccc3Oc3ccccc32)c1 | -3 | 30 | i | 3 | 11 | -8 | 0 | 6 | 1 | 4
O=C(Nc1nc2cc3c(cc2s1)OCO3)c1ccc(N2C(=O)CCC2=O)cc1 | 5 | -18 | i | 1 | 23 | 2 | 1 | -7 | -2 | -6
Cc1c(Cl)cccc1NC(=S)N(CCN(C)C)C(C)c1ccco1 (stereo unspecified) | 4 | 13 | i | -1 | -14 | 0 | -1 | 6 | -2 | 11
O=C(CCC(=O)N1CCCCC1)Nc1nnc(C2CCCCC2)s1 | 0 | 7 | i | 0 | 8 | 0 | 2 | 11 | -4 | -32
O=C(/C=C/c1ccccc1)N/C(=C/c1ccccc1)C(=O)NCCCO | -12 | 0 | i | -5 | -3 | -9 | -1 | 16 | 8 | -23
CCCCCSc1nnc2c(n1)OC(C)N(C(C)=O)c1ccccc1-2 (stereo unspecified) | 0 | 19 | i | -3 | 10 | -5 | -1 | 20 | -1 | -4
O=C(Nc1ccc(NC(=S)NC(=O)c2ccccc2F)cc1)c1cccs1 | -3 | -16 | i | -2 | -2 | -1 | -3 | 29 | 2 | -24

Not a retest: entries from further up.
SMILES | IEC-6 cytotox | aSyn 5UTR inh | PolyA inhibitor | GSK3beta inhib | HSF1 activator | HSF1 inh | GSK3 alpha inh | AI-2 QS mod | HSP90 refold inh | KLF5 inhibitor
Cc1c(Cl)cccc1NC(=S)N(CCN(C)C)C(C)c1ccco1 (stereo unspecified) | 4 | 13 | i | -1 | -14 | 0 | -1 | 6 | -2 | 11
O=C(CCC(=O)N1CCCCC1)Nc1nnc(C2CCCCC2)s1 | 0 | 7 | i | 0 | 8 | 0 | 2 | 11 | -4 | -32

Later entries:
SMILES | IEC-6 cytotox | aSyn 5UTR inh | PolyA inhibitor | GSK3beta inhib | HSF1 activator | HSF1 inh | GSK3 alpha inh | AI-2 QS mod | HSP90 refold inh | KLF5 inhibitor
Nc1nc(N2CCCCC2)nc(N(c2ccccc2)c2ccccc2)n1 | -6 | 12 | i | -1 | 9 | 2 | -1 | 18 | 2 | -8
COc1ccc(-n2ncc3c(NCc4ccco4)ncnc32)cc1 | 4 | -162 | i | 0 | 0 | -3 | -2 | 24 | 6 | -83
COc1cccc(C(=O)NC(C)c2cccc3ccccc23)c1OC (stereo unspecified) | 4 | 5 | i | -3 | 0 | 10 | -2 | 17 | 0 | -6
CCCn1c(C)cc(C(=O)COC(=O)c2ccc[nH]c2=O)c1C | -6 | 43 | i | 3 | -74 | -70* | 4 | 24 | 2 | -79
CCOC(=O)c1sc(NC(=O)CSc2ccccn2)c(C#N)c1C | 0 | 46 | i | 0 | -6 | -3 | 1 | 33 | -2 | -16
Cc1csc2c(N3CCN(C(=O)Nc4ccccc4)CC3)ncnc12 | 6 | -33 | i | -3 | -17 | -3 | 1 | 9 | -1 | -42
Cc1ccc(C(=O)N/C(=C/c2cccs2)C(=O)N2CCCCCC2)cc1 | 2 | 3 | i | -2 | -5 | -2 | 13 | 6 | 3 | -25

Screens as filed in PubChem.

Some of the compounds tested; rates above refer to the full screens.
